Bioassay records (PubChem BioAssay)
CAL PDZ FP-1 = blocks peptide binding to the human CAL PDZ domain; inhibition, % at 24.9 µM; 0.92% of 300,000 active; purified CAL PDZ, TMR-peptide fluorescence polarization, 1 h; AID 602252;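 active = mean inhibition of at least 30% with at least half of replicates also reaching 30%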;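 note: 0% = DMSO neutral control and 100% = excess unlabeled competitor peptide PRC23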
Tat transport = E. coli Tat transport inhibition; E. coli MC4100 TorA-mCherry Tat export, fluorescence; inhibition, % at 10 µM; 0.036% of 340,000 active;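 active = mean replicate inhibition at least 50% and at least half of replicates individually reaching 50%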;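 note: exported cargo escapes ClpAP degradation while cytoplasmic cargo is degraded and loses fluorescence; 0% = median of neutral control wells and 100% = median of NaSCN control wells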
SR-BI DiI-HDL act = enhances SR-BI lipid uptake from DiI-HDL. activation, % at 12.5 µM. 0.096% of 320,000 active. CHO ldlA[mSR-BI] cells, DiI-HDL uptake fluorescence, 3 h; 100 = double the neutral-control signal;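 active = mean replicate activation of at least 60% and every replicate at or above 60%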;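 note: 0% = median plate neutral-control signal and 100% = twice that signal; values of inactives mirror those of a sister screen read the other way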
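Material: SR-BI-overexpressing, LDLR-lacking CHO cells; schedule: compound exposure 3 h, 37 °C; reagent: DiI-labelled HDL at 10 µg/mL final; technique: bottom-read fluorescence, 550/595 nm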
CAL PDZ FP-2 = blocks peptide binding to human CAL PDZ domain; Q9HD26; purified CAL PDZ, TMR-peptide fluorescence polarization, 1 h; inhibition, % at 20 µM; 0.02% of 330,000 active; AID 504414;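 active = highest replicate inhibition of at least 40%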;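 note: plate controls were DMSO neutral control wells for no effect and unlabeled competitor peptide control wells for full effect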
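Test system: purified CerCALP PDZ construct; Compound dosing: one concentration, 20 µM compound; Also added: TMR-labelled reporter peptide T*-PRC34 bound in PDZ groove; Read-out: inhibition from polarization loss; Controls: unlabelled peptide and DMSO controls; Signal: FP readout, S and P plane fluorescence; Incubation: 1 h at RT.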
AddAB inh = less growth of phage-infected E. coli with AddAB; AID 435030; 0.29% of 330,000 active; inhibition, % at 11.9 µM; E. coli expressing H. pylori AddAB, absorbance growth; in the data active = inhibition above about 12%;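 note: 0% = vehicle wells of infected cells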
MITF TRPM1 HTS = activators of MITF-driven TRPM1 promoter activity in SK-MEL-5 cells; SK-MEL-5 TRPM1-promoter luciferase, 24 h; % of positive control, neutral wells = 0; activation, % at 12.5 µM; 0.75% of 300,000 active; AID 588334;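 active = mean activation of at least 80% with every replicate also reaching 80%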;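 note: 0% = neutral control wells and 100% = parthenolide positive control wells; values of inactives mirror those of a sister screen read the other way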
Wnt bcat act = activates Wnt/beta-catenin signaling in a reporter cell assay. activator, plate reader. activation, % at 9.35 µM. 1.2% of 300,000 active. AID 743398; in the data active = activation above about 30%, passing the limit was not always enough;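 note: 0% = neutral control wells and 100% = positive control wells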
SR-BI HDL uptake = blocks mouse SR-BI lipid uptake from DiI-HDL. inhibition, % at 12.5 µM. 0.96% of 320,000 active. Q61009. ldlA[mSR-BI] CHO cells, DiI-HDL uptake fluorescence, 3 h. AID 488896;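 active = mean replicate inhibition of at least 70% and a set share of replicates each scoring 70 or more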;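 note: 0% = median of neutral control wells and 100% = median of positive control wells; values of inactives mirror those of a sister screen read the other way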
Target sequence (Q61009 whole entry, looked up): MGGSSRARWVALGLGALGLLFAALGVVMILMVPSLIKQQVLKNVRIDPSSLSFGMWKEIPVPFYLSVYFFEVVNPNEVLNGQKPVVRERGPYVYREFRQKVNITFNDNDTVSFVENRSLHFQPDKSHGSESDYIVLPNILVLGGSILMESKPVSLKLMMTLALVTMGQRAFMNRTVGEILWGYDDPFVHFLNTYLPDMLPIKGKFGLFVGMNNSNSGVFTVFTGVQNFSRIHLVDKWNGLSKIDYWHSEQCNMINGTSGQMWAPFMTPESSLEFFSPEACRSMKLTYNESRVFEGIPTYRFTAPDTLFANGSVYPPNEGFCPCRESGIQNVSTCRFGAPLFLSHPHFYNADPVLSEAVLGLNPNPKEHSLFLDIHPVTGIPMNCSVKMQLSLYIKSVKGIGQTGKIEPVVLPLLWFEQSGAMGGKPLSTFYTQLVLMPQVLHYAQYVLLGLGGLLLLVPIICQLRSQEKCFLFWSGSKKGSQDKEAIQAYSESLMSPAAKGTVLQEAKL
phage Ecoli inh = E. coli growth loss with phage present. 0.26% of 360,000 active. inhibition, % at 11.9 µM. growth absorbance; in the data active = inhibition above about 11%
Ecoli viability = bacterial growth inhibition, counter-screen for AddAB inhibitors; 0.27% of 330,000 active; E. coli V3065 growth, OD600 absorbance, 18 h; inhibition, % at 11.9 µM;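 active = inhibition above the campaign's mean inhibition across all tested compounds plus 3 SD, cut at about 9.9% in these data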;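 note: uninfected addAB+ strain grown without phage in ampicillin broth; 0% = DMSO wells and 100% = ciprofloxacin 0.95 µg/ml wells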
* = called active by the depositor; . = no result given. Rows were taken by chance; overall some 3.6% were active at least once.

SMILES	CAL PDZ FP-1	Tat transport	SR-BI DiI-HDL act	CAL PDZ FP-2	AddAB inh	MITF TRPM1 HTS	Wnt bcat act	SR-BI HDL uptake	phage Ecoli inh	Ecoli viability
Cc1c(C(=O)N2CCCC2)sc(NC(=O)c2ccccc2)c1C#N	-1	-4	8	-2.1	3.7	-17	.	-8	0.9	-0.6
C[N+](C)(C)CCN(Cc1ccc(Cl)cc1)c1ccccn1	-4	0	-13	-2.7	-0.2	.	-6	13	1.1	-2.9
CC(=O)c1c(C)[nH]c(C(=O)OCc2cc(=O)n3cc(Br)ccc3n2)c1C	0	-6	-2	0.1	0.9	8	-1	2	-0.7	1.4
CCOC(=O)c1[nH]c(C)c(/C(O)=C2\C(=O)C(=O)N(CCCN3CCOCC3)C2c2cccs2)c1C (centres undefined)	-1	-9	.	-1.3	0.4	.	1	.	3.1	2.8
CCN(CC(=O)NC1CCS(=O)(=O)C1)S(=O)(=O)c1cc(C)ccc1C (centres undefined)	0	-1	14	-3.1	-0.7	3	0	-14	1.3	-4.8
COc1nnc(-c2ccc(N3CCCCC3)c(NC(=O)C3CCCCC3)c2)c2ccccc12	3	-4	-2	-0.7	0.2	.	-5	2	2.2	0.0
COc1ccc(C(=O)N=S2CCN(C(=O)c3ccc(Cl)cc3)CC2)cc1	.	.	.	.	2.1	.	1	.	1.5	0.1
C/C(N)=C(/C#N)C(=O)CSc1nc2ccccc2c(=O)n1Cc1ccc(F)cc1	10	3	.	-0.8	3.0	4	1	.	1.8	0.8
COc1ccc(C)cc1-n1nnnc1SCC(=O)c1ccc2c(c1)OCCO2	-2	-1	26	-0.4	0.2	-1	1	-26	-0.6	-0.6
COc1cc(OC)cc(C(=O)NCCCNC(=O)c2ccccn2)c1	-3	-8	11	-2.1	0.8	-2	-2	-11	0.9	1.7
COc1ccc(CNC(=O)CN(Cc2ccc(F)cc2)C(=O)CCC(=O)Nc2nccs2)cc1	1	5	16	-2.3	-0.2	21	-2	-16	2.3	-2.0
O=C(O)C(NC(=O)C1CCCN1C(=O)OCc1ccccc1)c1ccccc1 (centres undefined)	-2	-3	30	-0.4	.	5	7	-30	-0.5	.
CCCCn1cnc2c1c(=O)n(CC(=O)c1cc(C)n(C)c1C)c(=O)n2CC(C)C	-1	-4	-13	-2.0	2.7	1	-2	13	1.2	-0.8
CC(=O)c1ccc(N2CCN(CC(=O)N(CC(C)C)c3c(N)n(CC(C)C)c(=O)[nH]c3=O)CC2)cc1	2	2	5	0.0	-1.2	-14	1	-5	-0.9	0.0
Cc1ccc(NC(=O)/C=C/c2ccc(Cl)cc2)nc1	-1	2	-45	-2.2	0.3	39	6	45	3.9	-2.6
CCOC(=O)CNC(=O)N1CCc2ccc(NC(=O)c3ccccc3OC)cc2C1	-2	1	-18	0.0	-1.1	-6	-2	18	-2.2	0.5
O=C(/C=C/c1ccccc1)NCCC1=CCCCC1	-4	6	.	-0.4	4.3	40	28	.	6.0	1.6
O=C(NC(NC(=S)N1CCOCC1)C(Cl)(Cl)Cl)c1cccc2ccccc12 (centres undefined)	3	4	-29	-1.0	0.9	1	1	29	2.9	-1.1
CN(C(=O)c1cccc(NC(=O)Cc2ccc(NC(=O)C3CCN(C(=O)C4CC4)CC3)cc2)c1)C1CC1	1	-5	23	1.6	.	10	-1	-23	0.4	.
CC(C)S(=O)(=O)c1csc(NC(=O)Nc2ccc(Cl)cc2)c1	.	1	-8	-0.2	6.8	.	2	8	7.8	3.6
CCCCC(=O)OCC(=O)Nc1ccc(OC(F)F)cc1	-2	2	3	-3.7	0.0	-1	.	-3	1.9	-0.4
O=C(C1CCC1)N1CCC(O)(c2cccc(F)c2)CC1	-4	3	19	-2.4	2.2	5	-2	-19	0.3	1.7
S=C(NCCc1ccccc1)NCCc1ccccc1	-3	6	14	-1.2	4.1	23	.	-14	3.7	0.1
O=C(/C=C/c1ccco1)OCC(=O)N1CCCCC1	.	2	-4	0.3	-0.1	49	2	4	3.3	-2.1
COC(=O)c1ccc(COC(=O)CNS(=O)(=O)c2ccccc2)cc1	.	-11	20	-1.2	-0.3	12	-1	-20	3.8	3.6
CCn1c(C)nc2cc(C(N)=O)ccc21	-5	-5	7	0.7	0.1	-10	1	-7	0.0	1.5
COCC1CCN(Cc2nc(Cc3ccccc3Cl)no2)CC1	-3	-5	8	-1.2	3.8	-4	-2	-8	2.4	0.5
O=S(=O)(c1ccccc1)N1CCN(S(=O)(=O)c2ccc(F)cc2)CC1	0	-1	11	0.6	-0.2	-2	-1	-11	0.4	1.1
Cc1ccc(C(=O)Nc2nnc(-c3ccncc3)o2)cc1	-2	-2	17	-6.3	2.4	19	9	-17	-3.5	-4.0
O=C(Nc1nc2ccccc2n1Cc1ccc(Cl)cc1)c1ccco1	-1	-7	4	-1.7	-2.1	-18	.	-4	-2.1	-2.6
CC(C)[C@H](NC(=O)c1ccccc1Cl)C(=O)OCC(=O)NCc1ccc2c(c1)OCO2	.	-1	23	-0.4	2.4	-3	-3	-23	6.4	-0.3
COc1ccc2c(c1)C(=O)N1[C@H]3c4cc(Cl)ccc4OC[C@@H]3[C@H](c3ccccc3)[C@]1(C)C(=O)N2	-2	-4	-4	-0.1	0.4	-16	-7	4	4.7	-0.9
CCON1C(=O)C2(CCCCC2)C(=O)C12C=CCCC2 (centres undefined)	-8	5	0	-0.5	.	-7	-1	0	1.5	.
CC(=O)NS(=O)(=O)c1ccc(NC(=O)c2ccc(S(=O)(=O)N3CCCC3)cc2)cc1	1	3	-53	-0.2	1.5	-2	2	53	-0.1	-1.1
O=C(Nc1ccc(F)cc1)C(Cc1ccccc1)n1cccc1 (centres undefined)	16	-5	-25	-0.3	1.1	-6	2	25	4.4	1.5
Cn1c(N)c(C(=O)COC(=O)CCC(=O)c2ccc(F)cc2)c(=O)n(C)c1=O	1	5	-10	-0.9	1.0	-10	1	10	-0.5	-0.6
Cc1ccc(C(=O)NCC(=O)OCc2c(F)cccc2Cl)s1	-4	-3	-14	-1.8	1.9	64	20	14	0.4	-0.4
COC(=O)CN(c1ccc(C)cc1)S(=O)(=O)c1ccc2c(c1)n(C)c(=O)c(=O)n2C	0	0	-6	-0.7	0.6	-18	.	6	.	-2.8
CCCC(=O)n1nc(NCc2ccc(OC)cc2)nc1NCc1ccc(OC)cc1	-7	11	.	4.3	-0.2	-5	-1	.	1.2	-0.8
COc1cccc(NC(=O)C2CCCN(S(=O)(=O)c3cccc4cccnc34)C2)c1 (centres undefined)	-2	2	-3	0.0	4.6	-2	-5	3	-0.6	2.4
COc1cccc(N2CCN(Cc3ccsc3)CC2)c1	-4	-2	-16	0.5	0.3	12	.	16	1.6	-0.2
Cc1ccc(S(=O)(=O)Oc2ccc(/C=N/NC(=O)c3nn(C)cc3[N+](=O)[O-])cc2)cc1	-2	-57	-48	-1.3	0.1	1	0	48	2.3	-1.6
Oc1c(C(c2ccccc2)N2CCc3ccccc3C2)sc2ncnn12 (centres undefined)	-7	7	.	-0.9	-1.4	.	8	.	1.6	-1.1
CCCc1cc(=O)[nH]c(Nc2ccc(N3CCCCC3)cc2)n1	.	-9	0	0.6	-0.8	-7	-1	0	4.5	-0.2
COc1ccc(NC(=O)C2CC(c3ccccc3O)=NO2)cc1OC (centres undefined)	3	-11	-34	0.2	1.7	.	10	34	2.4	2.0
CC(=O)C1C(c2ccc(F)c(F)c2)NC(=O)NC1(O)C(F)(F)F (centres undefined)	-3	-3	7	-3.0	2.2	14	.	-7	3.7	-0.6
COc1ccc(-c2cnnn2-c2ccc([N+](=O)[O-])cc2)cc1	-3	-4	-13	-2.8	2.0	-11	-1	13	-2.2	0.4
O=C(NC1CC1)C1CCN(C(=O)c2ccc(Cl)cc2Cl)CC1	-6	0	24	-2.5	2.0	-17	-1	-24	0.7	2.5
CC(C)C[C@H](NC(=O)c1nc[nH]c1C(=O)NCc1ccccc1)C(=O)OCc1ccccc1	-1	-1	36	1.0	-1.1	-8	-2	-36	0.3	0.9
O=C(Nc1ccccc1N1CCCCC1)c1ccc(-c2cc(Cl)ccc2Cl)o1	-2	4	.	-3.6	-0.1	-21	3	.	4.4	0.8
COc1ccc2sc(-c3ccc(S(C)(=O)=O)cc3)c(C(=O)NCCc3c[nH]c4ccccc34)c2c1	0	-1	-36	-0.2	0.7	-12	-5	36	0.5	-0.5
CCC(=O)Nc1ccc(S(=O)(=O)N2CCOCC2)cc1	-1	-5	9	-2.0	1.4	9	-5	-9	0.9	-1.4
CC(=O)Nc1ccc(SCC(=O)c2cc(C)n(Cc3cccs3)c2C)cc1	-3	-5	5	-2.0	-0.7	-2	-12	-5	2.0	-1.9
CC1CCCC(NC(=O)CSc2ncccn2)C1C (centres undefined)	-1	3	13	0.6	2.3	-6	0	-13	3.3	-0.2
Cc1ccc(N2C(=O)N3[C@H](c4ccc(Br)cc4)[C@@H]4C(=O)N(C(C)(C)C)C(=O)[C@@H]4[C@]3(C)C2=O)cc1	-3	7	24	-1.3	2.6	4	-3	-24	2.1	-0.7
O=C(COC(=O)COc1ccccc1[N+](=O)[O-])Nc1ccccc1Br	-4	10	24	-1.4	0.8	-15	-8	-24	3.4	-0.5
Cc1cccc2cc(CN(Cc3ccc4c(c3)OCO4)Cc3nnnn3C3CCCC3)c(=O)[nH]c12	2	0	-3	0.1	3.9	1	-4	3	1.0	2.7
COc1ccc(N(CC(=O)NN=C2CCN(C)CC2)S(=O)(=O)c2ccccc2)c(OC)c1	5	3	.	-2.3	1.4	6	1	.	2.2	0.2
CCOc1ccc(N(CC(=O)N2CCN(C(=O)CN(c3ccc(OCC)cc3)S(C)(=O)=O)CC2)S(C)(=O)=O)cc1	-5	5	8	-1.6	3.0	.	-1	-8	-1.9	1.6
CCOc1ccccc1NC(=S)N1CCN(c2ccc(OC)cc2)CC1	-4	7	4	0.6	0.7	-10	-1	-4	-0.5	-0.8

The list continues:
SMILES	CAL PDZ FP-1	Tat transport	SR-BI DiI-HDL act	CAL PDZ FP-2	AddAB inh	MITF TRPM1 HTS	Wnt bcat act	SR-BI HDL uptake	phage Ecoli inh	Ecoli viability
Cc1ccc(C)c(OCCC(=O)OCC(=O)N2c3ccccc3NC(=O)C2(C)C)c1	.	-4	-2	-0.4	1.0	-2	-2	2	1.2	-2.6
CC1(OC(=O)C2CCCC2)C(=O)C=C2C=C(c3ccsc3)N(C3CCCCC3)C=C2C1=O (centres undefined)	0	-6	-4	0.2	1.5	-11	-6	4	1.9	0.2
COc1cccc2c1O/C(=N\O)C(C(=O)Nc1cccc(Br)c1)C2 (centres undefined)	-7	3	-58	-1.2	.	7	2	58	0.6	.
CC(=O)N=c1c(C#N)cc2c(=O)n3ccccc3nc2n1CCCOC(C)C	.	.	.	.	-0.1	.	-2	.	2.0	-1.3

As entered above:
For Tat transport, CC(=O)NS(=O)(=O)c1ccc(NC(=O)c2ccc(S(=O)(=O)N3CCCC3)cc2)cc1 has the entry 3
For MITF TRPM1 HTS, CCCCn1cnc2c1c(=O)n(CC(=O)c1cc(C)n(C)c1C)c(=O)n2CC(C)C has the entry 1
